UHRF1 binding = UHRF1 methylated DNA binding inhibitors, primary screen, counter-screen for MBD2 inhibitor project, biochemical, TR-FRET, human UHRF1, single concentration; hit rate 0.75% among 370,000; inhibition, % at 4.4 µM; E3 ubiquitin-protein ligase UHRF1 (Homo sapiens), Q96T88; UHRF1 binding to methylated oligo; in the data active means inhibition above about 21%;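 further: UHRF1 SRA domain binding a hemimethylated CpG hairpin DNA probe; 0% = median of test compound wells and 100% = reference inhibitor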
PRMT1 inh = PRMT1 methyltransferase inhibitors, primary screen, biochemical, fluorescence polarization | Protein arginine N-methyltransferase 1 (Homo sapiens), Q99873 | recombinant PRMT1, activity-based probe fluorescence polarization | inhibition, % at 2.79 µM | hit rate 1.3% among 370,000 | AID 652257, 2013;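 active means inhibition above about 21% made by adding two undisclosed values, limit read from the data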
mABHD4 FP = ABHD4 inhibitors, primary screen, biochemical, fluorescence polarization, mouse; purified mABHD4, FP-Rh probe fluorescence polarization; inhibition, % at 8.92 µM; hit rate 0.54% among 370,000; AID 720543, 2013;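 active means inhibition exceeding the mean over every tested compound plus 3 SD, cut at about 30% in these data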;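 further: 0% = plate median of compound wells and 100% = S159A mutant with DMSO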
Target sequence (Q8VD66 whole entry, looked up): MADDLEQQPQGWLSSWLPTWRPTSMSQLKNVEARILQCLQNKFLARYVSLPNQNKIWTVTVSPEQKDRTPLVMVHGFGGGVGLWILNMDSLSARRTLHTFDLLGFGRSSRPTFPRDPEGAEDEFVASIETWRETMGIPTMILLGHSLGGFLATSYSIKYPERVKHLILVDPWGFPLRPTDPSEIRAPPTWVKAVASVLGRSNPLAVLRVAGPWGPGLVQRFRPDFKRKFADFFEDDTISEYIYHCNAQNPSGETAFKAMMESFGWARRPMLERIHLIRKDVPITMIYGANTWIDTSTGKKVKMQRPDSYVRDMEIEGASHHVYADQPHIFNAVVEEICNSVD
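Test system: mouse ABHD4 enzyme, wild type. Reagent: FP-Rh fluorescent activity-based probe, added after compound pre-incubation. Timing: pre-incubation 45 min, probe exposure 60 min, at 25 °C. Technique: FP readout, ex 525 nm / em 598 nm. Benchmarks: high control S159A mutant with DMSO, low control median of compound wells.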
MBD2 inh = inhibitors of MBD2 binding to methylated DNA, primary screen, biochemical, TR-FRET, DNA-binding domain, human; MBD2 binding to methylated oligonucleotide; inhibition, % at 4.4 µM; hit rate 0.31% among 370,000; in the data active means inhibition above about 13%
Rev-erbA mod = modulators of Rev-erb alpha DNA binding, primary screen, biochemical, FITC-DNA, fluorescence polarization, uHTS; hit rate 0.79% among 370,000; Nuclear receptor subfamily 1 group D member 1 (Homo sapiens), P20393; AID 1259318, 2017; activity, % at 10 µM; Rev-erbα–FITC-DNA binding, 90 min;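 active means activity above about 14%, limit read from the data; passing the limit was not always enough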;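 further: 0% = DMSO wells with 35 nM protein and 100% = DMSO wells with 750 nM protein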
Target sequence (P20393 whole entry, looked up): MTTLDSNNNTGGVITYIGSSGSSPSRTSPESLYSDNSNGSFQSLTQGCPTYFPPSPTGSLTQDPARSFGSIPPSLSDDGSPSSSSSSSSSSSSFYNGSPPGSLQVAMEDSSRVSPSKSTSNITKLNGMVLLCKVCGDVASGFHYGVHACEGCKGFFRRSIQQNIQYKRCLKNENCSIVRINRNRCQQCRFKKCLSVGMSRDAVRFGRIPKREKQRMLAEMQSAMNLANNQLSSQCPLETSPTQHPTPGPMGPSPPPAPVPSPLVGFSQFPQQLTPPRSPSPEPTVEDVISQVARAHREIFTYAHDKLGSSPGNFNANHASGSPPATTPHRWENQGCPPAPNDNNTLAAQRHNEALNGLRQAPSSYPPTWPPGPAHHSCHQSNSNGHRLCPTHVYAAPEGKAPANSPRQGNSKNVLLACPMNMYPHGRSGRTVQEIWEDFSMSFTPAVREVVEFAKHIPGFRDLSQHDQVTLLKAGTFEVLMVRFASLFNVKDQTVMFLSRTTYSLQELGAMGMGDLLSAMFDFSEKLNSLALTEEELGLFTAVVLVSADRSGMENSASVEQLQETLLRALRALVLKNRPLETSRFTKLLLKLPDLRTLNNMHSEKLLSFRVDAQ
rCAG binder = binders of r(CAG) RNA repeats, primary screen, biochemical, fluorescence. r(CAG) RNA repeat, TO-PRO-1 dye displacement fluorescence. inhibition, % at 3 µM. hit rate 1.3% among 370,000. AID 651821, 2012;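 active means inhibition above the plate cutoff, the mean of all test compounds on that plate plus 3 SD, cut at about 35% in these data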;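 further: 0% = DMSO alone and 100% = 100 µM mitoxantrone as full dye displacement; higher means more dye released from RNA so lower well fluorescence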
LEDGF integ inh = blockers of LEDGF/p75-dependent integrase strand transfer – biochemical, TR-FRET, high throughput, primary screen | HIV-1 integrase (with human LEDGF/p75) | TR-FRET IN-LEDGF/p75 DNA integration, Eu/Cy5 | inhibition, % at 3.7 µM | hit rate 0.64% among 370,000;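 active means inhibition above the screen-wide mean plus 3 SD, cut at about 13% in these data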;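 further: signal is the Cy5 over europium emission ratio at 671 and 618 nm; 0% = plate median of compound wells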
TCR-CD3 inh = inhibitors of human TCR-CD3 interaction, primary screen, biochemical, fluorescence, TAMRA-labeled TCR probe. T-cell receptor (TCR). inhibition, % at 9.4 µM. hit rate 0.37% among 360,000. AID 651800, 2012; in the data active means inhibition above about 19%;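 further: recombinant mutant TCR 2C K166C tagged with TAMRA read by polarization; 0% = receptor in buffer alone and 100% = receptor with positive control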
PG9 binder = binders of HIV-1 gp120 antibody PG9, primary screen, biochemical, TR-FRET; HIV-1 gp120 / PG9 antibody interaction; TR-FRET gp120-PG9 antibody binding; inhibition, % at 6.7 µM; hit rate 0.43% among 360,000; AID 624416, 2012; in the data active means inhibition above about 8.5%
HTRA1 inh = HTRA1 serine protease inhibitors, primary screen, biochemical, fluorescence polarization, HTS; inhibition, % at 5.96 µM; recombinant HTRA1, FP-rhodamine activity-based probe; hit rate 0.5% among 340,000; in the data active means inhibition above about 36%;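 further: 0% = enzyme with DMSO and 100% = wells lacking enzyme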
Active calls of the source: *; nt = not tested or not shown.

SMILES	UHRF1 binding	PRMT1 inh	mABHD4 FP	MBD2 inh	Rev-erbA mod	rCAG binder	LEDGF integ inh	TCR-CD3 inh	PG9 binder	HTRA1 inh
CCc1ccc(N2CC(C(=O)Nc3cccc(S(=O)(=O)N4CCCC4)c3)CC2=O)cc1 (stereo not drawn)	1	-3	-16	1	4	8	0	7	-1.4	-16
Cc1nn2c(=O)cc(COC(=O)c3ccc(NC(=O)C(C)(C)C)cc3)nc2s1	0	-1	0	-1	-1	-1	2	-3	-0.7	1
Cc1cc(C)n(-c2c(F)c(F)c(CO)c(F)c2F)n1	0	0	4	-2	-1	-2	-1	3	0.7	7
CC(C)CNC(=O)CCc1c[nH]c2ccccc12	-1	-4	-3	-4	3	-1	-5	-3	-0.6	0
Clc1cccc(CSc2nc3ccncc3[nH]2)c1	-1	3	0	-3	5	1	-2	5	-0.2	-15
COC(=O)CCC(=O)Nc1ccc(Cl)c(Cl)c1	9	11	-13	9	4	-3	2	-10	0.0	-4
O=C1CC2(CCN(C(=O)C3CC(=O)N(c4ccccc4)C3)CC2)Oc2ccccc21 (stereo not drawn)	-1	6	6	5	-4	-3	-4	-8	-1.7	1
Cc1cc(C)n(-c2ccc(NC(=O)C3CCCCN3C(=O)c3ccoc3C)cc2)n1 (stereo not drawn)	1	2	3	-2	-5	-3	2	4	-3.1	-2
CCOC(=O)Cn1nnnc1C(CC)N(Cc1ccccc1)Cc1cc2cc(C)ccc2[nH]c1=O (stereo not drawn)	3	3	8	4	-1	0	0	-1	0.7	-4
CCOc1ccc(N(CC(=O)NCc2ccc(OC)cc2)C(=O)CCC(=O)Nc2nccs2)cc1	1	-1	2	3	-6	-5	0	7	1.2	3
CC(C)n1c(SCC(N)=O)nc2c1c(=O)n(C)c(=O)n2C	2	-3	3	0	1	1	2	10	-1.4	-7
Cc1cc(C(=O)Nc2cccc(C(=O)O)c2)oc1C	-1	-2	-4	1	-5	4	1	4	0.0	0
Cc1c(C(=O)NNC(=O)c2cccnc2)cccc1[N+](=O)[O-]	-3	-1	2	-2	4	0	-4	-3	1.6	4
O=C(N/N=C/c1cccc(O)c1)c1cc(C2CC2)nc2ccccc12	0	4	-4	2	5	2	-1	-4	-2.4	-12
CC(Oc1ccccc1)c1nnc(N)s1 (stereo not drawn)	1	4	1	7	-2	-4	-2	2	-1.0	-7
Cc1oc2ccc(OCc3ccc(F)cc3Cl)cc2c1C(=O)O	9	-5	-9	4	1	28	1	10	-2.2	3
COc1ccc(CNC(=O)COC(=O)C2=Cc3ccccc3OC2)cc1	-3	9	-48	-2	1	79*	0	-1	-0.9	-33
Cc1ccc(S(=O)(=O)N2CCC(C(=O)OC3CCOC3=O)CC2)cc1C (stereo not drawn)	-1	-3	4	0	6	-1	-3	3	-1.4	-5
COc1ccc(N(C)C(=O)c2ccc3snnc3c2)cc1	-1	3	2	-7	4	3	-1	9	-0.2	-1
CCOC(=O)c1c(N)sc(C(O)(C(F)(F)F)C(F)(F)F)c1-c1ccc(F)cc1	-1	0	-44	-2	-2	2	-1	-4	0.7	3

Of the compounds above, 2 have a COOH group:
SMILES	UHRF1 binding	PRMT1 inh	mABHD4 FP	MBD2 inh	Rev-erbA mod	rCAG binder	LEDGF integ inh	TCR-CD3 inh	PG9 binder	HTRA1 inh
Cc1cc(C(=O)Nc2cccc(C(=O)O)c2)oc1C	-1	-2	-4	1	-5	4	1	4	0.0	0
Cc1oc2ccc(OCc3ccc(F)cc3Cl)cc2c1C(=O)O	9	-5	-9	4	1	28	1	10	-2.2	3

Further structures follow.
SMILES	UHRF1 binding	PRMT1 inh	mABHD4 FP	MBD2 inh	Rev-erbA mod	rCAG binder	LEDGF integ inh	TCR-CD3 inh	PG9 binder	HTRA1 inh
COc1ccc(OC)c(-n2c(=S)[nH]c3cc(C(=O)N(C)Cc4ccccc4)ccc3c2=O)c1	5	0	2	-1	2	2	-4	-6	1.1	-2
Cn1cccc1Cc1nnc(SCC(=O)NC2CCCCC2)n1-c1ccc(F)cc1	2	0	-3	-5	5	5	5	-5	2.8	-2
O=C1CCCN1CCCNS(=O)(=O)c1cccc(F)c1	2	8	4	3	-2	-2	-2	-1	-1.3	3
Cc1ccc(Cn2c(=O)n(C)c(=O)c3sccc32)cc1	1	-3	-3	-3	-4	0	-1	-5	-3.3	1
O=C(CN1CCCCC1)Nc1cccc(Cl)c1	2	4	4	2	1	-2	-3	-9	-0.9	-12
CCCC1CCc2c(sc(NC(=O)OCC)c2C#N)C1 (stereo not drawn)	-2	2	-4	-3	6	-1	-3	-2	1.9	-15
Cc1cccc(NS(=O)(=O)c2cccc(C(=O)NCCCN3CCOCC3)c2)c1	0	-9	-3	5	-3	-3	2	-2	0.3	5
O=C(c1scc2c1CCCC2)N1CCCCC1	5	1	-6	8	1	-1	2	-9	2.8	5
CCCOc1c(Cl)cc(/C=N/O)cc1OCC	2	1	-13	1	2	0	0	-2	-0.9	-11
CCCn1c(=NC(=O)c2ccco2)c(C(=O)OCC)cc2c(=O)n3ccccc3nc21	-13	5	-1	3	0	1	0	0	-2.4	7
CCOc1ccc(C(=O)N2CCN(CC(=O)N3CCCC3)CC2)cc1OCC	22*	3	3	16*	5	2	-1	-11	1.0	-8
Cc1cc(NC(=O)NCC(F)(F)F)no1	1	-3	2	-1	7	-1	0	7	2.4	11
CC1CCN(C(=O)c2ccc3c(c2)NC(=O)/C(=C/c2ccccc2)S3)CC1	6	-1	13	1	-2	1	0	5	-0.7	-70
CCc1c(C)sc(NC(=O)c2cccs2)c1C(=O)OC(C)C	-1	5	-5	-5	0	2	-3	1	0.2	-1
CC(=O)c1cccc(N(CC(=O)Nc2ccccc2F)S(C)(=O)=O)c1	0	0	4	0	-2	2	-1	-5	0.4	-2
Cc1nc2ccccc2nc1CN1CCN(Cc2ccc(F)c(F)c2)C(CCO)C1 (stereo not drawn)	0	0	6	0	5	-4	4	-5	0.4	0
Cc1ccsc1CNC1CCCCC1	-1	-1	-3	3	2	0	5	4	1.5	5
O=C(N/N=C/c1ccc(Cl)cc1)c1nc2ccc([N+](=O)[O-])cc2c(=O)[nH]1	1	2	19	3	2	5	-5	-1	-0.2	11
COC(=O)CSc1nnc(CNC(=O)c2cccs2)n1-c1cccc(C)c1	-1	-1	2	1	-1	0	0	7	-1.6	-3
Cc1ccc(S(=O)(=O)Nc2ccc3c(c2)C(=O)N([C@H](C)CO)C[C@H](C)[C@@H](CN(C)Cc2ccccc2)O3)cc1	2	-1	1	4	0	-4	-2	-5	0.5	-9
COC(=O)[C@]12C[C@H](CC(=O)NCCc3ccccc3OC)C(=O)N(CCC3=CCCCC3)C1=C[C@H](C(C)(C)C)O[C@@H]2C	-1	1	-9	-1	-1	8	-3	6	2.1	nt
Cc1onc(-c2ccccc2)c1-c1csc(N/N=C/c2ccccc2Cl)n1	2	6	-1	-1	6	9	2	-8	-0.1	-7
Cc1cccc(NC(=O)Nc2ccc(S(N)(=O)=O)cc2)c1	-1	3	-19	0	3	4	1	0	-0.4	nt
CCNC(=O)C1CC(=O)N(c2ccc(Br)cc2)C1 (stereo not drawn)	-1	0	8	4	-3	-3	2	-3	-0.3	-5
CCCCN1CC(=O)N2[C@H](c3ccc(Cl)cc3)[C@@H]3C(=O)N(CC)C(=O)[C@@H]3[C@]2(Cc2ccccc2)C1=O	-3	-3	0	1	2	-5	-1	0	-0.3	-11
CCNC(=O)C1(C)CCCN(C(=O)c2cc(-c3ccccc3)cs2)C1 (stereo not drawn)	-1	-3	-2	3	1	-1	-1	-1	2.0	nt
O=C(COC(=O)c1c(F)cccc1F)Nc1ccc(N2CCCCC2)cc1	-2	2	0	0	-2	0	-7	-8	0.0	2
COCCCNC(=O)C1CCN(C(=O)c2cc3sccc3n2Cc2ccc(F)cc2)CC1	5	-1	-7	3	0	-3	2	-2	-0.9	0
Cc1csc(SCC(=O)Nc2cc(S(=O)(=O)N3CCOCC3)ccc2N2CCOCC2)n1	3	-2	-3	4	4	0	3	-8	-0.2	5
CC(C)CC(=O)Nc1nnc(CSCc2ccc(F)cc2)s1	-1	2	-1	4	-3	-5	3	4	-0.8	6

Five compounds already listed, sorted by their value in MBD2 inh, ascending:
Structure	PRMT1 inh	mABHD4 FP	MBD2 inh	Rev-erbA mod	LEDGF integ inh	TCR-CD3 inh	PG9 binder	HTRA1 inh
COC(=O)[C@]12C[C@H](CC(=O)NCCc3ccccc3OC)C(=O)N(CCC3=CCCCC3)C1=C[C@H](C(C)(C)C)O[C@@H]2C	1	-9	-1	-1	-3	6	2.1	nt
Cc1cccc(NC(=O)Nc2ccc(S(N)(=O)=O)cc2)c1	3	-19	0	3	1	0	-0.4	nt
CCCCN1CC(=O)N2[C@H](c3ccc(Cl)cc3)[C@@H]3C(=O)N(CC)C(=O)[C@@H]3[C@]2(Cc2ccccc2)C1=O	-3	0	1	2	-1	0	-0.3	-11
COCCCNC(=O)C1CCN(C(=O)c2cc3sccc3n2Cc2ccc(F)cc2)CC1	-1	-7	3	0	2	-2	-0.9	0
CCNC(=O)C1CC(=O)N(c2ccc(Br)cc2)C1 (stereo not drawn)	0	8	4	-3	2	-3	-0.3	-5

Part of the list above, reduced to PG9 binder and rCAG binder.
structure | PG9 binder | rCAG binder
COC(=O)[C@]12C[C@H](CC(=O)NCCc3ccccc3OC)C(=O)N(CCC3=CCCCC3)C1=C[C@H](C(C)(C)C)O[C@@H]2C | 2.1 | 8
Cc1onc(-c2ccccc2)c1-c1csc(N/N=C/c2ccccc2Cl)n1 | -0.1 | 9
Cc1cccc(NC(=O)Nc2ccc(S(N)(=O)=O)cc2)c1 | -0.4 | 4
CCNC(=O)C1CC(=O)N(c2ccc(Br)cc2)C1 (stereo not drawn) | -0.3 | -3

(continued)
SMILES	UHRF1 binding	PRMT1 inh	mABHD4 FP	MBD2 inh	Rev-erbA mod	rCAG binder	LEDGF integ inh	TCR-CD3 inh	PG9 binder	HTRA1 inh
COc1ccccc1-n1c(C)nc2cc(C(=O)NCc3ccc4c(c3)OCO4)ccc21	-2	-1	-25	1	4	4	-4	-12	0.4	-18
O=C(Nc1ccccn1)Nc1ccccc1Cl	3	2	1	4	2	-4	-3	1	-2.8	-3
Cc1cc(=O)n2[nH]c(SCc3ccc(Cl)cc3)nc2n1	4	3	-5	4	-5	2	-2	-2	-1.1	-1
Nc1cc(=O)[nH]c(SCC(=O)NC2CCCCCCC2)n1	4	8	-3	8	-1	4	70*	-10	2.2	-3

Screening results (PubChem BioAssay)

Some of the compounds tested. The share of hits here may be higher or lower than overall.
